From PubChem
Abeta yeast res – compounds reversing amyloid beta toxicity in yeast; Potency, µM (highest dose often 46.1 µM), inactives show top-dose growth rescue, usual class: activators; 410,000 tested, 0.063% active; AID 1347071; yeast expressing A-beta42, growth rescue, OD600, 48 h; response scale: 0% DMSO, 100% iron-clioquinol control; also: potency is read from the fitted curve at half-maximal effect; nearly all actives have a fitted effect of over 55% in size
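Yeast A-beta toxicity model in growth medium with pinned compounds, 48 h at 30 C; growth read as absorbance at 600 nm. Normalized to FeCl3/clioquinol equimolar mix (positive) and DMSO (negative).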
CCT modulator – modulators of cytosolic chaperonin (CCT/TRiC) activity. activity change, % (test concentration not listed), hits read low. purified chaperonin ATPase assay, HTRF ADP detection, 30 min. 360,000 tested, 0.3% active; in the data active = activity change below about -30%; also: % is scaled to controls: 0 for no effect and ±100 for the full control effect
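ATPase activity: ADP formed was measured by HTRF Transcreener (665/615 nm ratio) after 30 min at 37 deg C with 10 uM ATP. Compounds screened at one 76 uM concentration against 40 or 20 nM TRiC in Tris pH 7.4/KCl/MgCl2/DTT buffer.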
TGFb SMAD3 inh – inhibitors of TGF-b signaling; HepG2 CAGA-GFP TGF-b/SMAD3 reporter, GFP fluorescence, 18 h; TGF-beta stimulated, 500 pg/mL final; Potency, µM (doses to about 46.1 µM), for the others: at the highest dose activity, negative = inhibition, most hits filed as inhibitors; 410,000 tested, 1.2% active; AID 588855; also: potency is read from the fitted curve at half-maximal effect; % is scaled to controls: 0 for no effect and ±100 for the full control effect; nearly all actives have a fitted effect of over 65% in size
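Cell-based qHTS in HEPG2 carrying a CAGA-GFP Smad reporter; compounds added before 500 pg/mL final TGF-beta, 18 h incubation at 37 degrees C, GFP fluorescence quantified per cell by imaging cytometry.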
Nrf2 ARE act – Nrf2 pathway activation; AREc32 ARE-luciferase reporter (MCF7-derived line), luminescence, 24 h; Potency, µM (top dose mostly 46.1 µM), without a hit: at the top dose activation, most hits filed as activators; 410,000 tested, 0.31% active; AID 624171; also: potency is read from the fitted curve at half-maximal effect; % of control where 0% means no effect; nearly all actives have a fitted effect of over 65% in size
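For detection, Steady-Glo was added and plates sat 30 min at RT; before that, AREc32_Fluc cells grown overnight in OPTI-MEM/5% FBS had been treated with 23 nL compound for 24 hr at 37 deg C.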
MmCpn inh – M. maripaludis TRiC chaperonin inhibition; purified Mm-Cpn ATPase, ADP Transcreener TR-FRET; AID 504842; Potency, µM (series often up to 76.9 µM), without a hit: top-dose activity, negative = inhibition, actives largely listed as inhibitors; 330,000 tested, 0.031% active; also: potency is read from the fitted curve at half-maximal effect; % is scaled to controls: 0 for no effect and ±100 for the full control effect; nearly all actives have a fitted effect of over 80% in size
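Quantitative HTS used 25 nM Mm-CPN and 10 uM ATP in magnesium/KCl Tris buffer, pH 7.4, with 1 mM DTT. Hydrolysis ran 30 min at 37°C; ADP was read by HTRF.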
pAkt inh – Akt phosphorylation inhibition | Neuro2A IGF-stimulated pAkt S473 HTRF, 20 min; stronger effect = lower value | 360,000 tested, 0.32% active | activity change, % for hits at 50 µM; in the data active = activity change below about -80%; inconclusive = mostly about -51% to -80%; also: % is scaled to controls: 0 for no effect and ±100 for the full control effect
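Neuro2A cells in DMEM with 0.5% FBS, overnight at 37 deg C, given compound at single 50 µM final, then IGF (6 nM final) for 20 min at 37 deg C. Lysed; phospho-Akt Ser473 by HTRF after 24 h, 665/615 ratio.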
Nrf2 block – inhibitors of Nrf2 signaling | A549 ARE-Fluc reporter, luciferase luminescence, 18-24 h | Potency, µM (top dose mostly 46 µM), for inactives: at the highest dose activity change, negative = inhibition, hits mostly inhibitors | 360,000 tested, 2.1% active; also: potency is read from the fitted curve at half-maximal effect; % is scaled to controls: 0 for no effect and ±100 for the full control effect; nearly all actives have a fitted effect of over 60% in size
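Reporter: ARE-Fluc in A549. Exposure: 18-24 h, 37 °C, 5% CO2, 5% FBS OPTI-MEM. Readouts: fluorescent cytotoxicity (CellTiter-Fluor), then luminescent Nrf2 signal after BugLite.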
HepG2 tox – HepG2 cytotoxicity, counter-screen for TGF-b inhibitors; HepG2 CAGA-GFP viability, ATP luminescence, 18 h; Potency, µM (highest dose often 46.1 µM), inactives show at the highest dose activity change, negative = cytotoxicity, usual class: cytotoxic; 410,000 tested, 0.76% active; also: potency is read from the fitted curve at half-maximal effect; some results filed as inactive show a strong effect at the top dose
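CellTiter-Glo luminescence gave cytotoxicity after 18 hours at 37 degrees C. The cells were HepG2 CAGA-GFP in 1% FBS DMEM, stimulated with 500 pg/mL TGF-beta after compound addition. %Activity was normalised to no-cell wells (complete cell-killing) and DMSO (no toxicity), and curves were fitted and classified.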
A549 viability – A549 cytotoxicity, counter-screen for Nrf2 inhibitors; A549 ARE-Fluc cells, CellTiter-Fluor viability, 18-24 h; Potency, µM (highest dose often 46 µM), for inactives: at the top dose activity change, negative = cytotoxicity, usual class: inhibitors; 390,000 tested, 0.16% active; also: potency is read from the fitted curve at half-maximal effect; % is scaled to controls: 0 for no effect and ±100 for the full control effect
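Cytotoxicity counterscreen: CellTiter-Fluor fluorescence was measured in A549 ARE_Fluc cells after 18-24 h of compound exposure in a concentration series. The subsequent BugLite luminescent read reports ARE-luciferase activity.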
* hit, by the source's call; i = inactive; ? = inconclusive; . = not tested or not shown; & = joins results of further samples; [ ] = dose if it differs, or a comment. Unless noted, calls follow the shape of the dose curve; as a rule, active = well fitted curve in the direction sought with a large enough effect; inconclusive = small, poorly fitted or top-dose-only effect, or another doubt; inactive = no such curve, though single readings can be large; an effect the other way counts as inactive or inconclusive.

Codes – A = Abeta yeast res; B = CCT modulator; C = TGFb SMAD3 inh; D = Nrf2 ARE act; E = MmCpn inh; F = pAkt inh; G = Nrf2 block; H = HepG2 tox; I = A549 viability
COC(=O)C(NS(=O)(=O)c1cccc(S(=O)(=O)NC(C(=O)OC)c2ccccc2)c1)c1ccccc1 (stereo not given)
  A = -3%	B = -0.2	C = -28%	D = -0.4%	E = -1%	F = i	G = 6%	H = 0%	I = 0%

COc1ccc(CCNC(=O)CN2C(=O)c3ccccc3C2=O)cc1
  A = -2%	B = 0.0	C = -1%	D = 0.3%	E = 0%	F = .	G = -14%	H = 5%	I = -4%

COCCN(C(=O)CSc1nnc(C)n1Cc1ccccc1)c1c(N)n(Cc2ccccc2)c(=O)[nH]c1=O
  A = -14%	B = -12	C = 5%	D = -0.4%	E = 1%	F = i	G = ?	H = -39%	I = 1%

CCOC(=O)c1ccccc1NC1CC(=O)N(c2ccccc2C)C1=O (stereo not given)
  A = -4%	B = -0.2	C = 2%	D = -0.3%	E = -1%	F = i	G = ?	H = -1%	I = 11%

Brc1ccc(C2=Nn3c(Cn4nnc5ccccc54)nnc3SC2)cc1
  A = -90%[inhibitor]	B = 2.3	C = ?	D = 2.0%	E = 4%	F = i	G = -2%	H = -20%	I = 19%

Oc1ccc(Nc2ncnc3c2oc2ccccc23)cc1
  A = 15%	B = 1.7	C = ?	D = ?	E = -2%	F = i	G = -17%	H = -23%	I = -9%

O=C(c1ccc(OC2CCN(Cc3ccccc3C(F)(F)F)CC2)cc1)N1CCCCC1
  A = 3%	B = -2.3	C = ?	D = 6.3%	E = -4%	F = i	G = -53%	H = -79%	I = 2%

CCC(CC)C(=O)c1c[nH]c(C(=O)NCC2CCCO2)c1 (stereo not given)
  A = 32%	B = 1.5	C = 9%	D = 0.6%	E = -1%	F = i	G = 17%	H = 4%	I = 0%

O=C(Nc1ccnn1C1CCN(C/C=C/c2ccccc2)CC1)c1ccccc1Cl
  A = 12%	B = -0.8	C = 5%	D = -0.3%	E = -5%	F = i	G = 13%	H = -29%	I = -7%

CCCCN(c1ccccc1)c1ncnc2c1cnn2-c1cccc(C)c1
  A = -3%	B = .	C = -23%	D = 4.6%	E = .	F = .	G = .	H = 2%	I = 5%

O=C(O)c1cccc(NC(=S)NC(NC(=O)c2cccc([N+](=O)[O-])c2)C(Cl)(Cl)Cl)c1 (stereo not given)
  A = -5%	B = 0.0	C = 2%	D = 0.3%	E = -15%	F = i	G = 19%	H = 34%	I = 13%

COc1ccc(CCNC(=O)CCn2c(=O)c3ccccc3n(CC(=O)Nc3cc(Cl)ccc3C)c2=O)cc1OC
  A = 0%	B = .	C = 0%	D = -1.0%	E = .	F = .	G = 1%	H = -4%	I = -6%

CCc1ccc(OCC(=O)Nc2ccc(S(=O)(=O)Nc3onc(C)c3C)cc2)cc1
  A = 1%	B = .	C = -6%	D = 1.0%	E = .	F = .	G = -18%	H = -11%	I = 4%

CN(C)C(CNC(=O)Cc1ccc([N+](=O)[O-])cc1)c1ccccc1 (stereo not given)
  A = -19%	B = -1.1	C = 4%	D = 0.6%	E = -4%	F = i	G = 6%	H = -14%	I = 4%

NC(=O)c1c(NC(=O)Cn2nc(C(=O)O)c3ccccc3c2=O)sc2c1CCC2
  A = 6%	B = -2.1	C = 9%	D = 3.5%	E = 1%	F = i	G = -9%	H = -1%	I = 1%

A portion of the results above:
Codes – A = Abeta yeast res; B = CCT modulator; C = TGFb SMAD3 inh; D = Nrf2 ARE act; E = MmCpn inh; F = pAkt inh; G = Nrf2 block; H = HepG2 tox; I = A549 viability
COC(=O)C(NS(=O)(=O)c1cccc(S(=O)(=O)NC(C(=O)OC)c2ccccc2)c1)c1ccccc1 (stereo not given)
  A = -3%	B = -0.2	C = -28%	D = -0.4%	E = -1%	F = i	G = 6%	H = 0%	I = 0%

COc1ccc(CCNC(=O)CN2C(=O)c3ccccc3C2=O)cc1
  A = -2%	B = 0.0	C = -1%	D = 0.3%	E = 0%	F = .	G = -14%	H = 5%	I = -4%

COCCN(C(=O)CSc1nnc(C)n1Cc1ccccc1)c1c(N)n(Cc2ccccc2)c(=O)[nH]c1=O
  A = -14%	B = -12	C = 5%	D = -0.4%	E = 1%	F = i	G = ?	H = -39%	I = 1%

Following part.
Codes – A = Abeta yeast res; B = CCT modulator; C = TGFb SMAD3 inh; D = Nrf2 ARE act; E = MmCpn inh; F = pAkt inh; G = Nrf2 block; H = HepG2 tox; I = A549 viability
Fc1ccc(/C=N/NC2=Nc3cccc4cccc2c34)cc1
  A = 8%	B = -1.9	C = 0%	D = 20%	E = -1%	F = i	G = ?	H = -46%	I = -25%

CC(C)(C)NC(=O)Nc1ccc(F)c(Cl)c1
  A = -22%	B = 0.3	C = -27%	D = 0.6%	E = 0%	F = i	G = 7%	H = -13%	I = 8%

COc1ccc(-c2nc(CS(=O)CC(=O)NC3CCCCC3C)c(C)o2)cc1OC (stereo not given)
  A = -1%	B = -1.0	C = -24%	D = -0.8%	E = 2%	F = .	G = -27%	H = -24%	I = 1%

Cc1noc(C)c1CSc1nnc2scc(-c3ccccc3)n12
  A = 5%	B = 2.0	C = ?	D = -0.5%	E = 1%	F = i	G = -6%	H = -3%	I = -11%

N#Cc1cccc(S(=O)(=O)N2CCN(c3ccnc4cc(Cl)ccc34)CC2)c1
  A = 9%	B = -1.8	C = -20%	D = -0.3%	E = -16%	F = i	G = 10µM*	H = -15%	I = -14%

CCOC(=O)C1(Cc2ccccc2)CCCN(C(=O)c2ccc(-n3ccnc3)cc2)C1 (stereo not given)
  A = 4%	B = -1.8	C = -3%	D = 0.7%	E = 1%	F = i	G = 3%	H = -10%	I = -4%

Cc1csc(NC(=O)CSc2nnc(CCNC(=O)c3cccs3)n2C)n1
  A = ?	B = 1.3	C = 1%	D = -0.5%	E = 1%	F = i	G = -5%	H = -5%	I = -4%

COC(=O)c1ccccc1NC(=O)CN1CCC(NC(=O)c2ccc(C)cc2)CC1
  A = 8%	B = -0.7	C = -23%	D = -0.2%	E = -6%	F = i	G = -8%	H = -3%	I = -14%

CC(=O)Nc1ccc(C(=O)N2CC(=O)NC(=O)C2)cc1
  A = -11%	B = -2.3	C = 13%	D = -0.3%	E = 0%	F = i	G = 2%	H = 11%	I = -6%

CCOc1ccc(N2CC(C(=O)Nc3cc(C)on3)CC2=O)cc1 (stereo not given)
  A = 2%	B = -4.4	C = -32%	D = 0.2%	E = 1%	F = i	G = 9%	H = -5%	I = 10%

O=C(CNS(=O)(=O)c1ccc(F)cc1)N1CCN(c2ccccc2)CC1
  A = 22%	B = -1.7	C = -6%	D = -0.8%	E = 0%	F = .	G = -21%	H = 0%	I = -1%

CCOc1ccc(-n2c(SCC(=O)NCc3ccco3)nc3c([nH]c4ccccc43)c2=O)cc1
  A = -3%&-15%	B = 0.7	C = ?	D = 3.5%&6.2%	E = .	F = i	G = 3%	H = -17%&-26%	I = -2%&10%

Cc1ccccc1NC(=O)c1c2c(nc3ccccc13)CCC2
  A = -15%	B = -1.1	C = -25%	D = 0.1%	E = 1%	F = i	G = 14%	H = 10%	I = -3%

COc1ccccc1NC(=S)NC(C)=O
  A = -4%	B = 1.1	C = 6%	D = -0.2%	E = 1%	F = i	G = 5%	H = 14%	I = -1%

CCOC(=O)Cc1csc(NC(=O)Nc2ccc(C)cc2)n1
  A = 4%	B = 0.3	C = -8%	D = 4.4%	E = 1%	F = i	G = -30%	H = -7%	I = -2%

CC1CCN(S(=O)(=O)c2ccc3c(ccn3CCC(=O)NCc3ccc(N(C)C)cc3)c2)CC1
  A = -1%	B = .	C = ?	D = 4.0%	E = .	F = .	G = -7%	H = -27%	I = -18%

COc1c(C)cccc1C(=O)Nc1ccc(OCC(=O)N2CCOCC2)cc1C
  A = -14%	B = -1.8	C = -10%	D = 0.0%	E = -2%	F = i	G = -6%	H = 5%	I = -12%

CC1=Nc2cc(C(=O)N3CCCC3)ccc2Sc2c(C)ccc(C)c21
  A = .	B = 2.3	C = ?	D = 2.7%	E = 2%	F = i	G = 0%	H = -63%	I = 4%

Cn1c(=O)c2c(nc(N/N=C/c3ccc(OC(=O)c4ccco4)cc3)n2Cc2ccccc2Cl)n(C)c1=O
  A = -17%	B = 1.8	C = 5%	D = 1.5%	E = -2%	F = i	G = 15%	H = 2%	I = 1%

Cc1ccc(OCC(=O)Nc2ccc(Cl)c(-c3nc4ccccc4[nH]3)c2)cc1C
  A = -1%	B = .	C = ?	D = 0.4%	E = .	F = .	G = ?	H = 11%	I = ?

COc1ccc(CCN(C)CC(O)c2ccccc2)cc1OC (stereo not given)
  A = 1%	B = -6.1	C = 9%	D = -0.1%	E = 0%	F = i	G = 5%	H = -36%	I = 1%

CCN1CCN(c2nnc(-n3cccc3C(=O)NCc3ccccc3OC)s2)CC1
  A = -1%	B = .	C = -19%	D = 0.7%	E = .	F = .	G = ?	H = 2%	I = -3%

COc1ccc(C(C)=O)cc1CSc1nc2nc(C)cc(C)n2n1
  A = -9%	B = 1.0	C = 15%	D = 2.0%	E = -1%	F = i	G = 10%	H = -2%	I = 4%

O=C1N(Cc2ccccc2)c2ccccc2OC1(F)F
  A = -7%	B = 1.6	C = 18%	D = 0.1%	E = .	F = i	G = .	H = 3%	I = .

O=C(NCc1ccccc1CN1CCCC1)c1cc2ccccc2o1
  A = 1%	B = 1.4	C = -5%	D = 2.4%	E = -3%	F = i	G = -30%	H = -27%	I = -4%
